Screening results (PubChem BioAssay)
SW480 rereplic: A quantitative high throughput screen for small molecules that induce DNA re-replication in SW480 colon adenocarcinoma cells | SW480 DNA re-replication, Hoechst DNA content imaging, 48 h | Potency, µM (titrated, usually from 46.1 µM), for inactives: at the top dose re-replication activation, hits mostly activators | hit rate 1.8% among 340,000; note: potency is the fitted concentration of half-maximal effect; % of control where 0% means no effect; nearly all actives have a fitted effect of over 55% in size
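Image-based read-out: total Hoechst fluorescence of nuclei (405 nm excitation, 500-530 nm emission), with hits raising the fraction of high-intensity nuclei. SW480 colon cells incubated 48 hr with compounds at 37 C.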
KB-V1 cytotox: qHTS assay for MDR1-selective chemotherapeutics: Primary screen using the drug-selected MDR subline cells KB-V1 | KB-V1 MDR cells viability, CellTiter-Glo, 72 h | hit rate 3.4% among 400,000 | AID 1347076, 2019 | Potency, µM (series often up to 46.1 µM), without a hit: top-dose activity change, negative = cytotoxicity, actives largely listed as cytotoxic; note: potency is the fitted concentration of half-maximal effect; % is set by controls: 0 for no effect and ±100 for the full control effect; nearly all actives have a fitted effect of over 60% in size
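Drug-selected KB-V1 cells, grown in DMEM lacking phenol red with 10% FBS, receive compound titrations; after three days at 37 degrees C, surviving cell ATP is quantified by CellTiter-Glo luminescence and responses normalized and curve-fitted.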
IL-1B inflam inh: qHTS for Inhibitors of Inflammasome Signaling: IL-1-beta AlphaLISA Primary Screen; THP-1 LPS/ATP IL-1B secretion, AlphaLISA, 16 h; stronger effect = lower value; activity change, % at 57.5 µM; hit rate 4.7% among 360,000; AID 743279, 2014; in the data active = activity change below about -50%; inconclusive = mostly about -30% to -49%; note: % is set by controls: 0 for no effect and ±100 for the full control effect
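THP-1 cells pretreated 1 hr with compounds (up to 57.5 uM final), then stimulated with LPS (250 ng/mL final) plus ATP (1.25 mM final); secreted IL-1B measured by AlphaLISA after 16 hr, decreased signal indicating inhibition.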
S2 tox: Viability Counterscreen for Primary qHTS for Inhibitors of ATXN expression | Potency, µM (titrated, usually from 56.7 µM), actives largely listed as cytotoxic | S2 cells (HEK-293 line with an ATXN2-luciferase reporter) viability, CellTiter-Fluor protease fluorescence, 24 h | hit rate 0.49% among 400,000; note: potency is the fitted concentration of half-maximal effect; nearly all actives have a fitted effect of over 40% in size
MCF10A rereplic: A quantitative high throughput screen for small molecules that induce DNA re-replication in MCF 10a normal breast cells | hit rate 2.9% among 350,000 | AID 624296, 2012 | MCF 10A DNA re-replication, Hoechst nuclear intensity, 48 h | Potency, µM (series often up to 46.1 µM), for inactives: at the top dose activity, positive = re-replication, hits mostly activators; note: potency is the fitted concentration of half-maximal effect; % of control where 0% means no effect; nearly all actives have a fitted effect of over 50% in size
ATXN2 expr inh: Primary qHTS for Inhibitors of ATXN expression | hit rate 0.72% among 360,000 | HEK-293 ATXN2-luciferase reporter, luminescence, 24 h | Potency, µM (titrated, usually from 57 µM), for inactives: at the top dose activity change, negative = inhibition, actives largely listed as inhibitors | AID 1745845, 2022; note: potency is the fitted concentration of half-maximal effect; % is set by controls: 0 for no effect and ±100 for the full control effect; nearly all actives have a fitted effect of over 55% in size
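ATXN2-luciferase reporter cells (luciferase flanked by upstream and downstream ATXN2 gene portions) were treated 24 h at 37 °C with compounds at up to 57 uM. SteadyGlo luminescence gave expression; GF-AFC fluorescence gave viability.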
HT1080-NT tox: qHTS for induction of synthetic lethality in tumor cells producing 2HG: qHTS for the HT-1080-NT fibrosarcoma cell line. HT-1080-NT fibrosarcoma viability, CellTiter-Glo ATP luminescence, 48 h. Potency, µM (series often up to 46.1 µM), for the others: at the top dose activity, negative = less viability, usual class: cytotoxic. hit rate 1.6% among 360,000;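 note: NT is the 2HG producing partner of a matched IDH1 knockdown line; potency is the fitted concentration of half-maximal effect; 0% = DMSO-treated cells and -100% = media-only wells without cells; nearly all actives have a fitted effect of over 55% in size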
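HT-1080-NT; 750 cells/well; 5% FBS RPMI; 48 h compound, 37 degrees C; CellTiter-Glo luminescence; curve fitting and curve-class assignment.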
KB-3-1 cytotox: qHTS assay for MDR1-selective chemotherapeutics: Primary screen using the parental adenocarcinoma cell KB-3-1; KB-3-1 viability, CellTiter-Glo ATP luminescence, 72 h; Potency, µM (highest dose often 46.1 µM), for inactives: top-dose activity change, negative = cytotoxic, actives largely listed as cytotoxic; hit rate 1.4% among 400,000; AID 1347075, 2019; note: potency is the fitted concentration of half-maximal effect; % is set by controls: 0 for no effect and ±100 for the full control effect; nearly all actives have a fitted effect of over 60% in size
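KB-3-1 cells, DMEM (no phenol red) + 10% FBS; compound by pin transfer, 72 h, 37 °C. Readout: CellTiter-Glo luminescence after 10 min. Data normalized, curve-fitted.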
HT1080 IDH1KD tx: qHTS for induction of synthetic lethality in tumor cells producing 2HG: qHTS for the HT-1080-IDH1KD cell line. HT-1080 IDH1 knockdown viability, ATP luminescence, 48 h. Potency, µM (titrated, usually from 46.1 µM), for the others: top-dose activity, negative = toxicity, actives largely listed as cytotoxic. hit rate 2% among 360,000. AID 686971, 2013;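 note: potency is the fitted concentration of half-maximal effect; 0% = DMSO wells and -100% = cell-free medium wells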
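Assay cells: HT-1080 with IDH1 knockdown, 750 per well, RPMI/5% FBS. Exposure: 48 h at 37 °C following 2 h pre-incubation. Read: CellTiter-Glo luminescence; fitted concentration-response, curve class assigned.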
Active calls of the source: *; i = inactive; ? = inconclusive; · = no result given; [ ] = remark or other dose. Unless noted, calls come from the whole dose curve; as a rule, active = well fitted curve in the direction sought with a large enough effect; inconclusive = small, poorly fitted or top-dose-only effect, or another doubt; inactive = no such curve, though single readings can be large; an effect the other way counts as inactive or inconclusive.

SMILES,HT1080-NT tox,KB-3-1 cytotox,ATXN2 expr inh,S2 tox,SW480 rereplic,KB-V1 cytotox,HT1080 IDH1KD tx,MCF10A rereplic,IL-1B inflam inh
O=C(CSc1nc2ccccc2c(=O)n1CCCO)N1CCc2ccccc21,-0.7%,7.0%,7.1%,?,-0.9%,-11.2%,4.3%,7.7%,9.6
COc1cccc(S(=O)(=O)c2nc(C)c3c(n2)CCC3)c1,19.4%,-0.5%,?,i,-9.2%,-15.2%,0.9%,-1.4%,2.5
O=C(CCN1C(=O)/C(=C/C=C/c2ccccc2)SC1=S)Nc1nccs1,-0.5%,7.4%,-3.9%,i,-6.1%,11.1%,-3.4%,-25.0%,0.0
CC12CCC(C(=O)N(c3ccccn3)c3ccccn3)(OC1=O)C2(C)C (centres undefined),15.4%,20.2%,-4.9%,i,-11.0%,1.9%,5.8%[9.24 µM],-0.9%,17.4
COc1ccc2cc(C3CC=C(CO)CN3S(=O)(=O)c3ccccc3[N+](=O)[O-])n(C(=O)OC(C)(C)C)c2c1 (centres undefined),?,-14.5%,·,·,·,?,?,·,-17.1
O=C(O)c1ccc2c(c1)[C@@H]1C=CC[C@@H]1[C@H](c1ccccn1)N2,-6.4%,1.2%,-21.8%,?,-3.9%,23.0%,-9.7%,-3.0%,4.7
O=C(Nc1cccc2ccccc12)c1ccccc1,22.7%,1.7%,77.4%[activator],?,-0.9%,-26.8%,7.5%,1.8%,-17.5
Nc1ccc(NC(=O)NC2CCCCC2)cc1[N+](=O)[O-],-17.1%,3.1%,17.1%[11.3 µM],i,-6.4%[1.84 µM],?,-1.1%,-32.2%[inhibitor],-17.5
Cc1ccc2cc(CCNC(=O)CC(C)(C)C)c(=O)[nH]c2c1C,-9.9%,13.0%,13.5%,i,-10.7%,?,2.1%,13.3%,7.7
CCC(=O)N1CCc2cc(S(=O)(=O)NC(C(=O)Nc3ccc(C(C)=O)cc3)C(C)C)ccc21 (centres undefined),·,17.2%,29.8%,i,·,0.0%,·,·,·
COc1ccc(N2C(=O)NC3CC2(C)Oc2ccc(Cl)cc23)cc1OC (centres undefined),-3.1%,?,7.3%,i,?,?,-1.5%,?,5.7
O=C(CSc1nnc(-c2cccs2)n1Cc1ccccc1)NCc1ccc2c(c1)OCO2,-2.1%,-1.5%,6.3%,i,2.0%,0.9%,-3.6%,6.4%,-60.6*
Cc1nc(SCCOc2ccc(F)cc2)c2ccccc2n1,5.1%,7.1%,8.2%,i,5.7%,0.0%,8.5%,-8.3%,0.7
CCOC(=O)c1ccc(-n2c(CCC(=O)O)ccc2-c2ccc(F)cc2)cc1,-7.7%,-1.5%,·,i,2.6%,-1.3%,-2.8%,-4.6%,-23.0
CCCc1nc2ccc(Br)cn2c1Cc1ccccc1OC,?,?,?,22.4µM*,·,-19.2%,?,·,2.2
Nc1nnc(SCC(=O)NNC(=O)c2ccc(F)cc2)s1,10.2%,2.8%,·,i,-6.5%,2.8%,-3.2%,-1.0%,-6.8
O=S(=O)(c1ccc(F)c(F)c1)N1CCC2(CC1)OCCO2,0.4%,1.3%,-1.4%,i,10.7%,-1.3%,5.4%,-0.7%,22.2
O=C(c1cnn2c(C(F)F)cc(-c3ccccc3)nc12)N1CCN(Cc2ccc3c(c2)OCO3)CC1,-13.5%,-13.3%,-9.6%,i,-4.8%,-16.7%,?,?,i
CSc1nc(C)c(Cc2c(F)cccc2Cl)c(=O)[nH]1,-6.3%,-8.0%,·,i,-11.0%,-26.8%,0.1%,-3.7%,0.0
O=C(CCc1c[nH]c2ccccc12)OCc1cccc([N+](=O)[O-])c1,17.0%,15.0%,-7.4%,i,-1.7%,3.2%,15.7%,-4.0%,5.6
Cc1ccccc1OCC(=O)NCC(=O)N/N=C/c1ccc(Br)o1,16.8%,?,-0.4%,i,?,?,14.9%,12.0%,5.8
CN(Cc1cccc(-n2cccn2)c1)C(=O)CCc1nnc(C2CCCCC2)o1,-1.3%,15.9%,61.6%[activator][11.3 µM],i,-13.4%,-1.2%,0.2%,-2.7%,13.6
Cc1cc(C(=O)CSc2nnc(-c3ccc(OC(F)F)cc3)o2)c(C)n1Cc1cccs1,-2.2%,-2.3%,-18.4%,i,-0.1%,-3.0%,-6.9%,7.6%,30.1
Cc1ccc(C(=O)n2nc(-c3ccccc3)nc2NCc2ccco2)cc1,4.5%,-1.8%,2.7%,i,-4.0%,9.3%,2.5%,-16.2%,3.1
CCOC(=O)c1c(NC(=O)COC(=O)c2cccc([N+](=O)[O-])c2)sc(C(=O)N(C)C)c1C,3.2%,-1.8%,·,i,·,8.3%,3.4%,·,-4.5
CCOc1ccccc1N(CC(=O)NC(C)(C)C)C(=O)Cn1nnc(-c2ccc(C)o2)n1,6.0%,29.5%,0.0%,i,-6.5%,2.91µM*,12.4%,-2.1%,0.0
CCOC(=O)c1c(N)sc2c1CCCC2,16.7%,5.5%,-0.3%,i,-3.0%,?,9.9%,-0.4%,-3.9
Cc1cccc(C(=O)NCCCNC(=O)c2ccco2)c1,12.0%,-3.2%,4.9%,i,-9.3%,15.0%,0.7%,-3.2%,38.9
COC(=O)c1ccc(-n2cncn2)c([N+](=O)[O-])c1,13.3%,0.0%,0.8%[11.3 µM],i,1.5%,?,24.5%,-12.0%,17.2
COc1ccc(C(=O)OCC(=O)NC(=O)NC2CCCC2)c(OC)c1,-2.1%,2.4%,-12.4%,i,-1.2%,-0.3%,1.4%,-4.5%,19.4
CC(Oc1ccccc1)C(=O)Nc1ccc(C(N)=O)cc1 (centres undefined),-16.1%,3.8%,8.9%,i,4.1%,-3.0%,-14.3%,?,10.6
CCN(CC(=O)Nc1c(F)cccc1F)C(=O)CC1CCCC1,7.6%,-1.4%,2.1%,?,-112.8%[inhibitor],-0.3%,11.7%,-2.5%,-12.0
CCc1ccc(NC(=O)CSc2nc3c([nH]c4ccccc43)c(=O)n2-c2ccc(C)cc2)cc1,·,-17.3%,-7.5%,i,·,-2.9%,·,·,·
COc1ccc(CCn2c(=O)c3cccnc3n(CC(=O)Nc3ccc(C)c(F)c3)c2=O)cc1OC,·,-6.4%,-3.4%,i,·,4.4%,·,·,·
CCC(C)c1ccc(O)c(N)c1 (centres undefined),-3.1%,-0.1%,6.5%,i,?,-13.8%,7.3%,24.2%,0.3
COc1ccc(N2CC(C(=O)OCC(=O)Nc3cccc(C)c3C)CC2=O)cc1 (centres undefined),15.1%,5.6%,-7.8%,i,-2.6%,4.4%,19.8%,14.9%,0.0
COc1ccc(Nc2nc(-c3cccnc3)nc3ccccc23)cn1,-9.7%,?,-20.4%,i,-0.1%,?,-15.9%,?,-23.9
Cc1ccc(CSc2oc(-c3ccco3)nc2S(=O)(=O)c2ccc(Br)cc2)cc1,·,0.0%,6.4%,i,·,-7.8%,·,·,·
CCN(C(=O)CSc1nc(N)cc(=O)[nH]1)C1CCS(=O)(=O)C1 (centres undefined),-4.5%,-2.4%,-0.5%,i,-1.6%,?,-2.2%,4.3%,0.0
CC1=C(C)C(OCCBr)N(c2cc(O)c(Cl)cc2F)C1=O (centres undefined),12.5%,-4.3%,-7.0%,i,6.2%,-2.0%,12.4%,12.1%,3.6
CC(C)(C)OC(=O)NCCCCCc1nnc(SCc2ccccc2F)o1,-20.3%,-9.9%,-12.5%,i,-4.3%[9.22 µM],?,-11.4%,-5.2%,-51.4*
COc1ccc(CC(=O)Nc2ccc(S(=O)(=O)Nc3cc(C)on3)cc2)cc1OC,-2.3%,1.7%,2.3%,i,-2.1%,1.2%,-2.5%,4.2%,-14.2
O=C(COc1ccc2ccccc2c1Br)NNC(=O)Nc1ccccc1,-9.2%,1.1%,-6.6%,i,3.4%,-28.3%,-12.6%,-5.3%,0.0
COc1ccc(CNC(=O)/C=C/[C@H]2O[C@@H](n3cc(C)c(=O)[nH]c3=O)C[C@@H]2O)cc1,21.5%,0.0%,7.5%,i,·,6.3%,17.9%,·,-20.8

Arranged by value in IL-1B inflam inh (largest number first): some entries from above.
SMILES,IL-1B inflam inh
CCN(CC(=O)Nc1c(F)cccc1F)C(=O)CC1CCCC1,-12.0
COc1ccc(Nc2nc(-c3cccnc3)nc3ccccc23)cn1,-23.9
CC(C)(C)OC(=O)NCCCCCc1nnc(SCc2ccccc2F)o1,-51.4*
